Bioassay records: PubChem BioAssay, several laboratories
VIM-2 inh: inhibitors of Pseudomonas aeruginosa VIM-2 metallo-beta-lactamase | purified VIM-2, nitrocefin hydrolysis, epi-absorbance fluorescence | inhibition, % at 5.6 µM | hit rate 0.89% among 290,000;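 active = inhibition above the mean of all tested compounds plus 3 SD, cutoff set per screening run, cut at about 7.5% in these data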;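 also: red hydrolysis product quenches plate fluorescence so inhibitors raise well fluorescence; 0% = enzyme with DMSO and 100% = DMSO without enzyme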
MEKK3 PB1 HTS: modulators (inhibitors or enhancers) of MEK5 binding to human MEKK3 PB1 domain. Q99759. bead-based flow cytometry, Alexa488-MEK5 binding to MEKK3; actives lie on both sides; 0 = blocked by unlabeled MEK5, 100 = vehicle. binding response (% of control), % at 10 µM. hit rate 1.4% among 290,000;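 active = binding response more than 3 SD above or below the average of its plate-row segment, actives on both sides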;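 also: Alexa488 bead fluorescence after subtracting the streptavidin-only scavenger bead signal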
IMP-1 inh: blocks Pseudomonas aeruginosa IMP-1 metallo-beta-lactamase | purified IMP-1, nitrocefin hydrolysis, epi-absorbance fluorescence | inhibition, % at 5.6 µM | hit rate 0.45% among 290,000;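 active = inhibition above the mean plus 3 SD of all compounds in the same screening run, cut at about 4.5% in these data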;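 also: 0% = IMP-1 with DMSO and 100% = DMSO wells lacking enzyme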
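system = purified recombinant IMP-1 beta-lactamase | amount = 0.2 nM IMP-1, as dispensed | medium = HEPES buffer pH 7.1 with ZnSO4 and Brij 35 | times = 25 °C, 15 min preincubation, 25 min reaction | detection = plate fluorescence quenching by hydrolysis product, ex 480/em 530 nm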
IDE act: boosts human insulin-degrading enzyme activity in HEK cells | P14735 | FAbeta-B cleavage, fluorescence polarization; 0% vehicle, 100% cell-free pure enzyme wells | activation, % at 5.96 µM | hit rate 0.073% among 340,000 | AID 493087;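 active = activation above the mean of all tested compounds plus 3 SD, set per screening campaign, cut at about 17% in these data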
Target sequence (P14735 whole entry, looked up): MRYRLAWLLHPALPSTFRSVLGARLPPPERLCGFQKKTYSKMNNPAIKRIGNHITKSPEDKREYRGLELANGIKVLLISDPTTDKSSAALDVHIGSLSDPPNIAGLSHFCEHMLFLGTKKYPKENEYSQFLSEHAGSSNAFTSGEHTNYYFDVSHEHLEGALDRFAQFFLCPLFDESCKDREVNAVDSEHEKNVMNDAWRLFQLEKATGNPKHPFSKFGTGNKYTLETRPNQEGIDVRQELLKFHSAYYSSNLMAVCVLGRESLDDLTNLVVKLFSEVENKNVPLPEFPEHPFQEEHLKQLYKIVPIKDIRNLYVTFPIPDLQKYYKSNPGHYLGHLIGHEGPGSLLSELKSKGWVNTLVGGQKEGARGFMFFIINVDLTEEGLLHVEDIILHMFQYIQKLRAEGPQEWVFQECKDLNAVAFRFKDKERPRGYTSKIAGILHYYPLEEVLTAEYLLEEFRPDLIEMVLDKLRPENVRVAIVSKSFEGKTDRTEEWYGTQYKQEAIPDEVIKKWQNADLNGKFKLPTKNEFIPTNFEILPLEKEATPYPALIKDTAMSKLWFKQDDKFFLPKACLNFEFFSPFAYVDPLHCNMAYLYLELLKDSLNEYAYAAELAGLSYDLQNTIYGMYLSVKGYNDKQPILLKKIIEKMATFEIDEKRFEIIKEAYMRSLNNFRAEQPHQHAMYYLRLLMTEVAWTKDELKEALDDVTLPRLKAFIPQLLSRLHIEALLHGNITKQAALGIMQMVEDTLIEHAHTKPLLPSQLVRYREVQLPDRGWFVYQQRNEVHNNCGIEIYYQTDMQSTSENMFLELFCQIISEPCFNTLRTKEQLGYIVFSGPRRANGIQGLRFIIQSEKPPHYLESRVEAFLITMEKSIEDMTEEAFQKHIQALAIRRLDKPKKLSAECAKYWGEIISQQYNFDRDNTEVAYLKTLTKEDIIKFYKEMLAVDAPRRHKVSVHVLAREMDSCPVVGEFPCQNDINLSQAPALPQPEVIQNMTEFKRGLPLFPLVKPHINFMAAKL
PHOSPHO1 inh: PHOSPHO1 (human) inhibition | Q8TCT1 | recombinant PHOSPHO1, absorbance phosphatase assay | inhibition, % at 13.3 µM | hit rate 1.1% among 290,000; in the data active = inhibition above about 60%
HCV NS3 hel inh: blocks Hepatitis C virus NS3 helicase unwinding; hit rate 0.56% among 290,000; inhibition, % at 10.9 µM; NS3 helicase DNA unwinding, Cy5 molecular beacon fluorescence;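 active = inhibition above the mean of all tested compounds plus 3 SD, set per campaign, cut at about 35% in these data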;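 also: 0% = DMSO wells and 100% = thioflavine S control wells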
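System: Hepatitis C virus NS3 helicase domain fragment enzyme | Reagent: Annealed dual-labelled DNA beacon duplex, ATP-started | Compound dosing: 10.9 µM single point, 0.8% DMSO | Incubation: 1 h reaction at 25 °C, ATP-initiated | Technique: Cy5 fluorescence | Evaluation: Percent inhibition from t60/t0 fluorescence ratio | Benchmarks: Low DMSO, high thioflavine S at 110 µM | Replication: Singlicate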
DNA FID counter: counter-screen for HCV NS3 helicase inhibitors: DNA intercalator displacement; DNA fluorescent intercalator displacement, fluorescence; inhibition, % at 7.9 µM; hit rate 0.17% among 290,000; AID 1845; in the data active = inhibition above about 37%;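 also: 0% = vehicle and 100% = reference compound; higher means more ethidium bromide displaced from hairpin DNA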
pCIP destab: p/CIP protein destabilization. decrease of EGFP signal, % at 10 µM. Q05BA5. AID 1984. F442A p/CIP-EGFP cells, EGFP fluorescence, 16 h. hit rate 0.01% among 290,000;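 active = EGFP signal decrease of at least 30% at 10 µM or well 3 SD below plate mean, unless failing retest; inactive = the rest, including hits failing retest or dose response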; also: some compounds called inactive have numbers as strong as hits; many of its hits are not listed in these tables
SUMO HTRF inh: blocks human SUMOylation mediated by UBC9. P63279. HTRF SUMOylation assay, SAE1/SAE2 + UBC9, in vitro. inhibition, % at 35 µM. hit rate 0.36% among 290,000. AID 2006; in the data active = inhibition above about 50%, passing the limit was not always enough; also: strong numbers were not always called active
Starred values were filed as active, the others as inactive; x = not tested or not shown.

(1) O=C(CCc1ccccc1)N1CCN(S(=O)(=O)c2cccs2)CC1
(2) O=C(NCCCN1CCN(C2CCCCC2)CC1)Nc1ccccc1C(F)(F)F
(3) O=C(NNC(=O)c1ccccc1C(F)(F)F)c1csc(N2CCOCC2)n1
(4) CN(C)S(=O)(=O)N1CCC(C(=O)O)(c2ccccc2)CC1
(5) CCc1ccc(N(C(=O)c2csnn2)C(C(=O)NC(C)(C)C)c2cccnc2)cc1 (configuration not stated)
(6) CCCCC1CCC(c2nc(-c3ccccn3)no2)CC1 (configuration not stated)
(7) CCC1(C(=O)OC)NC(c2ccco2)C2C(=O)N(c3ccc(C)cc3)C(=O)C21 (configuration not stated)
(8) O=C(c1cccc(Cl)c1)N1CCCC(C(=O)N2CCN(c3ccccc3)CC2)C1 (configuration not stated)
screen / no.	1	2	3	4	5	6	7	8
HCV NS3 hel inh	1	6	0	2	1	-9	0	-9
VIM-2 inh	-4.1	-0.9	-3.2	-1.0	1.2	-1.7	2.0	-2.0
IDE act	-1	3	0	2	-2	7	-2	0
pCIP destab	-25	-9	-3	1	-3	-4	0	-7
IMP-1 inh	-1.4	-3.4	-4.6	-5.0	-2.4	-3.1	-3.0	-0.8
MEKK3 PB1 HTS	108	107	104	94	103	111	115	95
SUMO HTRF inh	13	12	-2	-4	-12	-23	-1	-6
PHOSPHO1 inh	22	45	-6	-7	28	41	13	41
DNA FID counter	-15	5	-3	0	-13	-9	-7	-33

(9) CC(=O)c1cnc(Nc2ccc(C)cc2)s1
(10) CC(C)CNC(=O)CSc1nc2scc(-c3ccccc3)c2c(=O)[nH]1
(11) Cc1csc(C(=O)O)c1NC(=O)c1cccc([N+](=O)[O-])c1
(12) COc1ccc(CN2CC(C(=O)NCCCN3CCCCC3)CC2=O)cc1 (configuration not stated)
(13) CCO[C@@H]1OC(C(=O)N2CCN(C)CC2)=C[C@H](C2CCCCC2)[C@H]1CCCO
(14) CCN(CC)CCNC(=O)c1c(O)c2c([nH]c1=O)CCCC2
(15) C=CCN(C(=O)Nc1ccc(OC)cc1)c1nnc(-c2ccncc2)s1
(16) N#CC1=C(N)Oc2n[nH]c(-c3ccc(F)cc3)c2C1c1cccnc1 (configuration not stated)
screen / no.	9	10	11	12	13	14	15	16
HCV NS3 hel inh	-1	9	-4	10	1	8	-4	4
VIM-2 inh	-2.9	-5.1	1.2	-3.1	-1.4	0.0	-3.2	-1.4
IDE act	5	1	x	2	-1	-2	2	1
pCIP destab	-6	-12	-3	9	-20	-5	-9	12
IMP-1 inh	-3.0	-3.5	-1.9	-5.1	-2.4	-0.8	-4.9	-3.3
MEKK3 PB1 HTS	101	100	101	104	105	102	102	x
SUMO HTRF inh	8	10	2	-7	14	31	-8	-3
PHOSPHO1 inh	50	52	43	-4	20	16	-7	5
DNA FID counter	0	-37	0	-3	-2	3	-26	-5

Random excerpt: 2 entries already listed.
(15) C=CCN(C(=O)Nc1ccc(OC)cc1)c1nnc(-c2ccncc2)s1
(9) CC(=O)c1cnc(Nc2ccc(C)cc2)s1
screen / no.	15	9
HCV NS3 hel inh	-4	-1
VIM-2 inh	-3.2	-2.9
IDE act	2	5
pCIP destab	-9	-6
IMP-1 inh	-4.9	-3.0
MEKK3 PB1 HTS	102	101
SUMO HTRF inh	-8	8
PHOSPHO1 inh	-7	50
DNA FID counter	-26	0

New compounds follow
(17) Cc1ccc(OCC(=O)NCCc2nc3ccccc3[nH]2)c(C)c1
(18) COc1cccc(NC(=O)c2ccc3c(SCC(=O)O)c4c(nc3c2)CCCC4)c1
(19) CC(=O)Nc1nc2cc3c(cc2s1)OCO3
(20) CCCn1c(SCCN2C(=O)c3ccccc3C2=O)n[nH]c1=O
(21) COC(C(=O)N1CCC(CCC(=O)Nc2ccccc2)CC1)c1ccccc1 (configuration not stated)
(22) COc1ccc(C/C(C)=N\NC(=O)c2cn(C)c3ccccc23)cc1OC
(23) O=C(c1ccco1)N1C2C=CC(C2)C1(C(F)(F)F)C(F)(F)F (configuration not stated)
(24) CCN(CC)c1nc2ccccc2[nH]1
screen / no.	17	18	19	20	21	22	23	24
HCV NS3 hel inh	-19	8	3	1	-2	10	8	8
VIM-2 inh	0.9	-1.6	-3.7	-3.2	0.0	-2.4	-1.2	-3.4
IDE act	8	4	2	5	4	-4	6	-2
pCIP destab	2	2	-2	-16	-10	-6	1	-7
IMP-1 inh	0.9	-0.3	-0.1	-3.8	-0.6	-2.4	-3.2	-2.0
MEKK3 PB1 HTS	99	101	98	83	102	94	x	103
SUMO HTRF inh	6	13	0	-2	18	14	6	-6
PHOSPHO1 inh	61*	8	-22	26	3	20	-23	38
DNA FID counter	-5	-33	4	-1	-33	-12	1	-4

(25) CCc1ccc(NC(=O)C2CCCCC2C(=O)O)cc1 (configuration not stated)
(26) O=C(CN(C(=O)CCC(=O)Nc1ccccn1)c1ccc2c(c1)OCO2)NCc1ccc(F)cc1
(27) COc1ccc(S(=O)(=O)CCC(=O)N(C)c2ccc(OC)cc2OC)cc1
(28) S=C(NN=C1C2CC3CC(C2)CC1C3)Nc1ccccc1
(29) C/C(=N\NC(=O)CSCc1ccccc1Br)c1cccc([N+](=O)[O-])c1
(30) CCOC(=O)c1c(-c2ccc(OC)cc2)csc1NC(=O)C1CCCO1 (configuration not stated)
(31) COc1ccc(Nc2ncccc2C(=O)O)cc1
(32) CC12C(=O)N(n3cnnc3)C(=O)C1C1C=CC2C1 (configuration not stated)
screen / no.	25	26	27	28	29	30	31	32
HCV NS3 hel inh	-1	0	0	-13	-5	-7	-8	-3
VIM-2 inh	-1.8	-2.1	-1.1	-1.1	-0.8	-1.3	-3.2	-6.6
IDE act	-2	2	3	2	2	3	6	1
pCIP destab	3	-9	20	2	0	-21	-16	6
IMP-1 inh	-3.3	-3.2	-3.5	-4.5	-2.1	0.6	-3.0	-4.0
MEKK3 PB1 HTS	85	98	104	106	104	93	100	101
SUMO HTRF inh	20	5	-6	6	-12	-9	4	1
PHOSPHO1 inh	29	31	0	92*	7	32	5	-10
DNA FID counter	-2	-37	-25	-9	1	-12	-2	3

(33) COC(=O)c1ccc(N(C(=O)CNC(=O)c2ccco2)C(C(=O)NCC2CCCO2)c2ccc(OC)c(OC)c2)cc1 (configuration not stated)
(34) COC(=O)c1cccc(NC(=S)NC(C)C)c1
(35) COc1ccc(NC(=S)N2CCN(c3ncccn3)CC2)c(OC)c1
(36) COCc1cc(=O)[nH]c(/N=C(\N)Nc2cccc(C)c2)n1
(37) COc1ccc(/C=N/NC(=O)CNS(=O)(=O)c2ccc(C)cc2)cc1
(38) Cc1ccc(S(=O)(=O)N(C)CC(=O)OCC(=O)N2CCN(c3ccccc3)CC2)cc1
(39) CCOC(=O)C1CCCN(C(=O)CCn2nc(-c3ccccc3)ccc2=O)C1 (configuration not stated)
(40) CCNC(=O)c1ccccc1-c1nc(-c2ccccc2)no1
screen / no.	33	34	35	36	37	38	39	40
HCV NS3 hel inh	2	12	4	14	8	-21	10	7
VIM-2 inh	-2.4	-1.7	-2.1	-1.6	-1.7	-2.8	-2.7	-0.9
IDE act	4	5	3	-3	6	-11	-5	-1
pCIP destab	3	5	-8	-2	-13	8	5	0
IMP-1 inh	-2.1	-1.9	-3.5	1.1	-0.5	-2.5	-4.8	-3.9
MEKK3 PB1 HTS	103	102	97	70	99	105	x	100
SUMO HTRF inh	-12	22	34	8	14	11	-11	7
PHOSPHO1 inh	0	-19	-1	17	18	10	-10	22
DNA FID counter	-31	1	-5	-12	-8	-31	-18	-4

(41) COCC1CCN(C(=O)c2cc(COc3ccc(C)c(C)c3)on2)C1 (configuration not stated)
(42) Cc1ccc(S(=O)(=O)c2cc(OC(=O)c3ccco3)ccc2OC(=O)c2ccco2)cc1
(43) C/C(=N\NC(=O)c1ccc(F)cc1)c1cccc(NC(=O)c2ccco2)c1
(44) CC1Cc2ccccc2N1C(=S)NC(=O)C1(C)CC1(Cl)Cl (configuration not stated)
(45) COc1ccccc1NS(=O)(=O)c1ccc(O)c(C(=O)OCC(=O)Nc2ccccc2F)c1
(46) O=C(COc1ccccc1)N1CCCC1
(47) CN1C(=O)/C(=C/c2ccccc2Cl)Sc2ccc(C(=O)N3CCCC3)cc21
(48) CCCCNC(=O)NC1C(NC(=O)NCCCC)N(C)C(=O)N1C (configuration not stated)
screen / no.	41	42	43	44	45	46	47	48
HCV NS3 hel inh	-5	-9	-2	10	8	2	-10	-1
VIM-2 inh	-2.2	1.2	-1.6	-2.3	-1.3	-4.7	-5.7	0.1
IDE act	-2	3	-2	3	6	6	-1	3
pCIP destab	-18	-2	-3	-6	20	9	-2	-3
IMP-1 inh	-3.4	-1.7	-1.4	-2.6	-1.8	-3.9	-1.8	-2.3
MEKK3 PB1 HTS	97	128*	108	99	100	121	106	105
SUMO HTRF inh	-6	-7	2	32	-13	8	8	3
PHOSPHO1 inh	37	-17	35	0	-32	46	43	15
DNA FID counter	-54	-11	2	-2	-14	0	-65	4

The list goes on; it opens with the 3 that closed the last part.
(46) O=C(COc1ccccc1)N1CCCC1
(47) CN1C(=O)/C(=C/c2ccccc2Cl)Sc2ccc(C(=O)N3CCCC3)cc21
(48) CCCCNC(=O)NC1C(NC(=O)NCCCC)N(C)C(=O)N1C (configuration not stated)
(49) CC1CCCC(C)N1C(=O)CSc1nnc(COc2ccccc2)n1-c1ccccc1 (configuration not stated)
(50) COc1ccccc1N(/N=C1\Sc2ccccc2C1=O)C(C)=O
(51) CCOc1ccc(Nc2nc(N)c([N+](=O)[O-])c(N3CCN(CC)CC3)n2)cc1
(52) O=C1c2cccc3cc([N+](=O)[O-])cc(c23)C(=O)N1c1ccccc1O
(53) O=C1CC(c2nc3ccccc3[nH]2)CN1c1ccccc1F (configuration not stated)
(54) Cc1nc(-c2ccc(Cl)cc2)sc1C1(C)CC(c2cccnc2)=NO1 (configuration not stated)
(55) CCOC(=O)c1c(C(F)(F)F)cc(-c2ccc(F)cc2)nc1C
(56) O=C(/C=C/c1cn(-c2ccccc2)nc1-c1ccccc1)Nc1ccc(C(=O)O)cc1
(57) CN(C)c1cccc2c(S(=O)(=O)N3CCCC3)cccc12
screen / no.	46	47	48	49	50	51	52	53	54	55	56	57
HCV NS3 hel inh	2	-10	-1	2	-10	-3	-3	4	x	3	12	36*
VIM-2 inh	-4.7	-5.7	0.1	-4.0	-1.6	-3.1	-2.0	-2.9	x	-1.1	2.5	-1.0
IDE act	6	-1	3	2	-11	3	0	9	-7	-1	-6	0
pCIP destab	9	-2	-3	-8	-5	-7	-17	-2	-11	-16	17	-16
IMP-1 inh	-3.9	-1.8	-2.3	-1.5	-2.1	-5.8	0.7	-5.6	x	2.2	2.1	-1.2
MEKK3 PB1 HTS	121	106	105	98	98	102	88	98	97	94	104	103
SUMO HTRF inh	8	8	3	-5	31	-8	33	-10	7	-20	22	51*
PHOSPHO1 inh	46	43	15	-3	-15	3	46	8	13	1	-13	3
DNA FID counter	0	-65	4	-42	-9	0	22	-7	x	-1	-22	-25

Only part of the results is shown (hit frequency here may not be typical).
